High-throughput results as filed in PubChem.
CSN deneddyl inh – inhibitors of CSN-mediated cullin deneddylation, primary screen, biochemical, fluorescence polarization, uHTS; Purified CSN, SCF-Nedd8-OG deneddylation; inhibition, % at 12.5 µM; actives 0.38% (n = 360,000);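 active means pattern-corrected inhibition above about 35%, with an unprinted fluorescence ratio check between 0.5 and 1.5, limit read from the data, passing the limit was not always enough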;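 further: 0% = enzyme with substrate and 100% = substrate without enzyme; some results filed as inactive read as strong as hits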
Target sequence (Q92905 whole entry, looked up, one chain of several): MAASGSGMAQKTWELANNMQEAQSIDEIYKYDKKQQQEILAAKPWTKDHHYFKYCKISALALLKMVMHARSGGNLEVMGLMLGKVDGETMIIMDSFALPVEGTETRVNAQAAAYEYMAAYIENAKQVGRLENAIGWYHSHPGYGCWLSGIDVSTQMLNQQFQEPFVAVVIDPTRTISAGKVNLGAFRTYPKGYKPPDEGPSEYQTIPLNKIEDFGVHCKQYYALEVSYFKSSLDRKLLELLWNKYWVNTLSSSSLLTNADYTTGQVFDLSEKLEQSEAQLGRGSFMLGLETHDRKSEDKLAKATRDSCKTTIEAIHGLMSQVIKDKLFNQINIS
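Detection – fluorescence polarization · System – HEK293T-derived human Csn5 enzyme · Controls – substrate-only high control, full reaction low control · Timing – 90 min, room temperature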
LMPTP inh – LMPTP phosphatase inhibitors, primary screen, biochemical, fluorescence intensity, uHTS | Low molecular weight phosphotyrosine protein phosphatase (Homo sapiens), P24666 | recombinant LMPTP-A, OMFP fluorogenic substrate | inhibition, % at 20 µM | actives 0.22% (n = 360,000) | AID 651560, 2012;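 active means compounds that cut the enzyme signal by at least half of the control window in the single-dose screen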;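 further: plate controls were DMSO wells with enzyme plus substrate for no effect and substrate without enzyme for full effect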
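Test system – LMPTP-A phosphatase enzyme · Quantity – 0.625 nM LMPTP-A final · Reagent – OMFP substrate, 400 µM final · Dosing – one test concentration per compound, 20 µM, with 3% DMSO overall · Timing – 50 min enzyme reaction at room temperature, protected from light · Detection – fluorescence intensity · Controls – substrate-only low control, DMSO enzyme-plus-substrate high control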
NadD inh – inhibitors of S. aureus NadD, primary screen, biochemical, colorimetric, uHTS | actives 0.78% (n = 360,000) | purified NadD enzyme, colorimetric absorbance read-out | inhibition, % at 20 µM; in the data active means inhibition above about 26%; further: some compounds past the cut are filed as inactive
Rpn11 inh – Rpn11 (PSMD14) deubiquitinase inhibitors, primary screen, biochemical, fluorescence polarization, uHTS; AID 588493, 2011; calls only at 20 µM; human 26S proteasome, Ub4-pepOG fluorescence polarization; 20S core pre-blocked with epoxomicin; actives 0.59% (n = 360,000);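 active means inhibition at 20 µM, scaled to each plate's controls, above about 33%, limit read from the data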
DNMT1 inh – human DNMT1 methyltransferase inhibitors, primary screen, biochemical, molecular beacon, fluorescence, HinP1I cleavage, uHTS | DNA (cytosine-5)-methyltransferase 1 (Homo sapiens), P26358 | inhibition (reported as % activation of signal), % at 10 µM | actives 0.83% (n = 360,000) | AID 588458, 2011; in the data active means inhibition above about 50%
Tb MetRS inh – T. brucei MetRS inhibitors, primary screen, biochemical, luminescence; methionyl-tRNA synthetase (Trypanosoma brucei brucei); purified T. brucei MetRS, ATP depletion, Kinase-Glo luminescence; inhibition, % at 11.9 µM; actives 0.4% (n = 360,000);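 active means inhibition above a per-plate cutoff of the control wells' mean inhibition plus 3 SD, cut at about 5.5% in these data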;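 further: 0% = DMSO wells median and 100% = median of wells with control inhibitor compound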
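assay system = parasite MetRS enzyme | timing = 15 min preincubation, 2 h reaction, all 25 °C | evaluation = percent inhibition relative to median high and low control wells | medium = HEPES buffer containing pyrophosphatase, BSA, spermine, DTT | compound = single dose, 11.9 µM final nominal, 0.9% final DMSO | detection = Kinase-Glo luminescence, ATP depletion format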
Scp1 inh – Scp-1 phosphatase inhibitors, primary screen, biochemical, colorimetric, uHTS. Carboxy-terminal domain RNA polymerase II polypeptide A small phosphatase 1 (Homo …. Recombinant Scp1, phosphopeptide, malachite green phosphate absorbance. inhibition, % at 20 µM. actives 0.88% (n = 340,000). AID 493091, 2011;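 active means inhibition above about 50% at 20 µM, limit read from the data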;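 further: plate controls were DMSO wells with enzyme for no effect and wells lacking enzyme for full effect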
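System: SCP-1 catalytic domain; Reagent: Phospho 17-mer peptide substrate; Doses: one concentration, 20 µM, with 1.0% DMSO; Incubation: 45 min room-temperature reaction, 5 min colour, 30 min stabiliser; Signal: Phosphate-binding colour reagent, absorbance read at 630 nm.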
MsrA inhibitor – bovine MsrA enzyme inhibitors, primary screen, biochemical, absorbance, HTS; Methionine sulfoxide reductase A (Bos taurus); purified bovine MsrA, absorbance read-out; inhibition, % at 15.5 µM; actives 0.75% (n = 360,000); AID 651718, 2012; in the data active means inhibition above about 4.5%;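 further: 0% = vehicle wells with enzyme and 100% = reference inhibitor wells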
SUMO1 PPI mod – modulators of SUMO1 protein-protein interactions, primary screen, biochemical, uHTS | SUMO1 binding to a labelled peptide, TR-FRET, 1 h | inhibition, % at 20 µM | actives 0.33% (n = 360,000); in the data active means inhibition above about 37%
Target sequence (P63165 whole entry, looked up): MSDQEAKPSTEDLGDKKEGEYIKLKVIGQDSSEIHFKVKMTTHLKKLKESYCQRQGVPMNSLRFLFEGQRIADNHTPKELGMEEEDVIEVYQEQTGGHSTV
STEP block – STEP phosphatase inhibitors, primary screen, biochemical, fluorescence intensity, uHTS | AID 588621, 2011 | recombinant STEP, OMFP fluorogenic substrate | inhibition, % at 20 µM | actives 0.25% (n = 360,000) | Tyrosine-protein phosphatase non-receptor type 5 (Homo sapiens), P54829;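 active means inhibition at 20 µM, scaled per plate between control wells, above about 37%, limit read from the data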;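 further: 0% = DMSO with enzyme and substrate and 100% = substrate only without enzyme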
Target sequence (P54829 whole entry, looked up): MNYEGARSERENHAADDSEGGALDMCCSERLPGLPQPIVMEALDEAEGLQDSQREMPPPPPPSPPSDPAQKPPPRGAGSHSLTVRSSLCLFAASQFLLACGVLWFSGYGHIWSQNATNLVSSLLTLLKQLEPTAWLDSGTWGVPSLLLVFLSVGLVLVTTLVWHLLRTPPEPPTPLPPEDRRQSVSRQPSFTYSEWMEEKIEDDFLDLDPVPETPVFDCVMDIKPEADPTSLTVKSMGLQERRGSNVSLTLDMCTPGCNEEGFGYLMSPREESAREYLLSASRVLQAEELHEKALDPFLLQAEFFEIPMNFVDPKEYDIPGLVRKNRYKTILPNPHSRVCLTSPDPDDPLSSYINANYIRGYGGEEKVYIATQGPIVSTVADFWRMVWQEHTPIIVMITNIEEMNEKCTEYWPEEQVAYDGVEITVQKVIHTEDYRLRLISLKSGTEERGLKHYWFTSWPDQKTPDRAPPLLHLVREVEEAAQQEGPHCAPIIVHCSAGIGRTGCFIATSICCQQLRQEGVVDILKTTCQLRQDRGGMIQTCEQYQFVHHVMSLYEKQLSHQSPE
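material = STEP tyrosine phosphatase | reagent = fluorogenic phosphatase substrate OMFP at 25 µM final | doses = single compound dose of 20 µM, 1% DMSO final | schedule = 20 min reaction, room temperature, in the dark | measured by = fluorescence, 480/540 nm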
An asterisk follows results filed as active; i = inactive; · = no result given; & = joins results of further samples.

SMILES	CSN deneddyl inh	LMPTP inh	NadD inh	Rpn11 inh	DNMT1 inh	Tb MetRS inh	Scp1 inh	MsrA inhibitor	SUMO1 PPI mod	STEP block
NC(=O)c1ccsc1NC(=O)CCS(=O)(=O)c1ccccc1	-6.5	-1.6	-1.4	i	1.2	0.6	8.1	0.2	0.3	-0.7
Nc1cc(S(=O)(=O)N2CCCCC2)ccc1N1CCCCC1	-0.8	1.2	2.9	i	-0.7	-0.1	-2.4	0.2	-3.4	-1.6
Cc1ccc(-c2nc(CN(C)C)cc(CN(C)C)c2O)cc1	-4.5	-6.3	3.9	i	3.3	-1.2	0.7	1.0	0.1	-2.2
COc1cccc(-c2cc(C(=O)O)c3cc4ccccc4cc3n2)c1OC	0.9	-2.7	-2.6	i	4.4	0.2	·	1.6	-0.6	1.3
Cc1ccc(N(CCC#N)C(=O)COC(=O)c2cc(C)oc2C)cc1	-4.2	-0.4	-0.7	i	5.7	-0.2	-10.4	0.9	5.3	-0.5
COc1ccc(OC)c(NC(=O)NNC(=O)c2cc3occc3[nH]2)c1	-2.6	-1.0	2.4	i	-3.1	9.2*	0.0	-1.3	13.9	0.0
CC(=O)c1ccccc1C(=O)N(C)C1CCCN(Cc2ccccc2F)C1 (stereo not drawn)	4.6	-2.7	-3.5	i	8.9	-2.5	-1.8	-0.1	2.1	2.0
CCOC(=O)C1=C(C)NC(=O)NC1c1cc2c(cc1Br)OCO2 (stereo not drawn)	-2.2	0.6	-4.0	i	2.3	0.7	5.6	-1.5	0.7	-1.8
C=CCOc1ccc(CNCCc2ccc(S(N)(=O)=O)cc2)cc1	4.7	-0.7	-4.8	i	-4.9	-1.2	0.6	0.2	-1.5	-2.3
COC(=O)Cc1nnc(NC(=O)c2ccccc2)s1	0.8	-0.5	-8.0	i	6.4	-0.8	-7.6	0.1	-0.6	-1.5
CCOCCOc1nc(C)cc(C)c1S(=O)(=O)c1ccccc1C	2.7	-1.3	-4.7	i	3.8	0.2	-4.0	0.7	-0.3	1.9
Cc1ccccc1N(CC(=O)N/N=C/c1ccc(N(C)C)cc1)C(=O)c1ccccc1	-1.1	1.6	4.4	i	-0.5	-1.5	1.9	1.7	-7.9	3.9
Cc1ccccc1-c1nnc(NC(=O)CSc2nc3ccccc3s2)s1	2.8	0.0	1.1	i	2.1	-0.6	-15.6	0.6	0.4	-2.0
N#CCCn1cc(C(=O)Nc2ccc([N+](=O)[O-])cc2)c(-c2cc3ccccc3o2)n1	-3.2	0.7	-13.3	i	-2.9	-0.3	-8.1	-0.2	-1.1	-2.7
CC(C)(C)c1nc(CN2CCOCC2)ccc1O	10.6	3.5	16.3	i	-0.2	-0.9	-6.0	-0.1	3.1	0.2
CCN(Cc1ccncc1)C(=S)Nc1ccccc1C	0.1	-1.9	5.8	i	-0.8	-0.1	·	-0.2	2.2	2.5
CC(C)C[C@H](NC(=O)N1CC(=O)Nc2ccccc21)C(=O)N[C@@H](C(=O)O)c1ccccc1	-3.0	-0.1	-0.1	i	-0.9	-0.7	-7.4	-1.0	0.0	0.1
CC(=O)c1ccc(N2CCN(C(=O)c3ccco3)C(C)C2)c(F)c1 (stereo not drawn)	-0.6	-0.8	2.8	i	-0.6	-0.1	-7.3	2.8	-2.2	-0.5
Cc1ccc(CN(CC(=O)NC2CCCC2)C(=O)c2csnn2)cc1	-1.8	0.7	-2.8	i	7.8	-1.2	10.0	-0.1	2.5	-4.1
COc1ccc(CC(=O)N2CCC(c3ccccc3)C2)cc1 (stereo not drawn)	-3.4	-0.5	-5.0	i	-2.5	-0.5	-9.1	-0.3	0.9	0.3
O=C(c1ccc(CSc2nc3ccncc3[nH]2)cc1)N1CCN(c2cccc(Cl)c2)CC1	-6.5	65.7*	13.4	i	-10.2	-0.7	-9.2	-0.4	9.1	6.0
CCOCC(=O)NC1CCc2cc(OC)c(OC)c(OC)c2-c2ccc(SC)c(=O)cc21 (stereo not drawn)	0.1	1.4	4.8	i	10.0	-0.6	-4.7	1.5	-28.6	3.5
Cc1ccc(NC(=O)C(=O)NCc2ccncc2)cc1	-8.0	0.2	-1.4	i	1.3	-0.1	-3.0	-0.1	-0.7	0.8
O=C(Nc1ccccc1)Nc1ccncc1	-2.3	4.0	-0.1	i	1.0	1.9	-7.1	1.0	0.8	8.7
CCOC(=O)c1c(C2COc3ccccc3O2)csc1N (stereo not drawn)	-3.1	3.4	-4.6	i	0.8	-1.0	-0.3	-0.4	1.1	0.2
More results.
SMILES	CSN deneddyl inh	LMPTP inh	NadD inh	Rpn11 inh	DNMT1 inh	Tb MetRS inh	Scp1 inh	MsrA inhibitor	SUMO1 PPI mod	STEP block
COc1ccc(OC)c(N(CC(=O)Nc2ccc3c(c2)OCO3)S(=O)(=O)c2ccccc2)c1	-0.4	2.6	5.8	i	-9.9	0.0	-10.5	0.6	2.3	-4.6
CCOC(=O)c1ccc(N=Cc2nc(-c3ccccc3)oc2OC(C)=O)cc1	4.8	-0.6	-4.6	i	4.1	0.2	-7.3	-1.5	-4.5	-12.5
COc1ncnc2c1ncn2CCCN1CCN(c2ccccn2)CC1	10.8	-0.6	0.5	i	4.3	-0.1	·	2.7	1.3	-0.7
CN(C)/C=N/c1nc2nccc(-c3ccccc3)n2n1	-2.3	0.6	6.8	i	-3.5	0.1	-1.3	2.5	-2.4	-3.6
CC(C)=CCn1c2ccc(NC(=O)NCc3ccc(F)cc3)cc2c(=O)n1C	3.0	0.1	-2.2	i	-2.6	-0.2	·	0.8	-1.8	2.2
CCc1ccc2oc(=O)cc(CN3CCC(C)CC3)c2c1	4.1	0.9	-1.3	i	-1.4	-0.3	2.5	0.1	-0.2	1.3
COC(=O)Cn1c(=NC(=O)C(C)(C)C)sc2c(C)cc(C)cc21	-4.4	1.0	-3.3	i	4.6	-1.1	1.5	-0.5	-3.7	4.4
C[C@H](NC(=O)Cc1cccc2ccccc12)C(=O)NCc1ccccc1	-6.9	0.4	-3.9	i	-1.2	-0.3	-3.6	0.5	1.6	-0.1
CCN(CC)CCn1c(=S)[nH]c2cc(C(=O)NCc3ccccc3Cl)ccc2c1=O	-5.0	1.6	-8.0	i	-0.4	-0.2	-6.2	-0.6	3.2	4.1
O=C(Nc1ccc(F)cc1)/C(Cl)=C/c1ccccc1	3.6	0.2	-10.2	i	-1.9	-0.1	-7.3	-0.7	-1.6	-2.0
CCOC(=O)N1CCN(C(=O)c2cnn3ccccc23)CC1	4.0	-1.1	-4.4	i	-2.6	-0.6	-6.6	0.1	0.7	-0.6
C[C@H](CO)N1C[C@H](C)[C@@H](CN(C)S(=O)(=O)c2ccc(F)cc2)Oc2c(NC(=O)Cc3ccccc3)cccc2C1=O	-1.9	-0.7	4.4	i	-1.3	-0.3	-8.3	3.1	7.2	-0.5
Cc1cccc(C)c1NC(=O)c1cc(S(=O)(=O)N2CCOCC2)cn1C	1.8	0.8	0.1	i	2.6	-0.1	-3.9	0.1	5.1	-0.8
CN(C(=O)c1cccc(NC(=O)Cc2ccc(NC(=O)C3CCN(C(=O)C4CCCC4)CC3)cc2)c1)C1CCCC1	1.3	-0.7	3.0	i	-0.6	-3.1	20.6	0.0	0.2	-0.9
CCOC(=O)C1CCN(C(=O)/C=C/c2cccs2)CC1	-10.3	0.4	1.6	i	0.6	-0.6	-2.9	2.7	-6.4	0.8
CCSc1nnc(NC(=O)c2ccc(Br)s2)s1	-1.4	0.9	-3.2	i	-3.0	-0.7	-4.4	0.7	5.1	1.2
CCOC(=O)N1CCN(C(=O)c2cc3ccc(OC)cc3[nH]2)CC1	0.5	-0.2	-5.4	i	0.8	0.0	-9.0	1.5	-2.5	-1.5
O=C(CNc1n[nH]c(=O)[nH]c1=O)N/N=C/c1cccnc1	1.1	-0.9	-3.3	i	0.1	0.1	-6.8	-1.7	-6.4	1.7
O=C(CSc1nncn1-c1ccccc1F)NC1CC1	-3.5	-0.8	-4.4	i	-2.8	-0.3	-6.8	1.1	11.9	-1.5
Cc1ccc(CSCC(=O)N/N=C/c2sccc2C)cc1	0.4	1.6	-5.5	i	-1.4	0.1	0.8	1.5	-6.6	-1.3
Cc1occc1C(=O)NC(C)C(C)(C)C (stereo not drawn)	0.7	0.3	-4.8	i	2.8	-1.2	-8.5	0.5	2.2	0.9
CCN1CCC(O)(/C=C/c2ccc(C(C)C)cc2)C(C(=O)/C=C/c2ccc(C(C)C)cc2)C1 (stereo not drawn)	14.3	-0.5	9.7	i	8.8	0.0	-4.7	-0.2	-108.7	9.0
COc1ccc(Cc2nc(C)cc(Cl)n2)cc1[N+](=O)[O-]	-0.8	-1.1	-2.2	i	-5.5	0.0	-6.0	-0.3	-2.5	0.2
O=C(O)c1ccc(N2C(=O)CCCC2=O)cc1	2.7	0.0	-5.0	i	0.0	0.6	-10.6	1.9	3.3	0.8
O=C(COC(=O)c1ccccc1NCCO)NNC(=O)c1cccs1	-5.3	-1.7	-1.2	i	0.0	-0.3	-4.8	1.0	3.4	2.6
CC(OC(=O)c1cccc(S(=O)(=O)N(C)C)c1)C(=O)NCc1ccc2c(c1)OCO2 (stereo not drawn)	4.6	-1.1	-5.9	i	0.8	-0.3	6.8	-0.3	2.9	-1.7
CCOC(=O)[C@H]1[C@H]2COc3ccccc3[C@@H]2N2C(=O)c3ccc(Cl)cc3NC(=O)[C@@]12C	-2.9	1.1	-1.4	i	0.2	-0.3	0.6	0.6	3.0	0.0
CCN1CCN(Cc2ccc(NC(=O)c3ccc(C)c(NC(=O)N4CCNC4=O)c3)cc2C(F)(F)F)CC1	1.5&5.1&-3.3	0.4&-0.9&2.1	-4.7&-2.4&-2.7	i	13.3&1.9&0.3	-0.6&-0.2&-0.1	-5.8&-0.3	1.2&-0.3	30.4&12.1&7.2	-2.1&-0.6&2.2
